# Cneo AK release = causes C. neoformans cell lysis; adenylate kinase release luminescence, 4 h; normalised: neutral wells 0, clomiphene wells 100; lysis activity, % at 15 µM; 360,000 compounds, 0.2% hits; AID 651654;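 active = mean lysis activity across replicates of at least 80%, whatever share of replicates individually reach that level; inactive = mean lysis activity below 80%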
#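 Test system: log-phase Cryptococcus neoformans yeast cells. Input: 5 × 10^6 yeast cells/mL. Medium: fresh YPD growth medium. Doses: single dose. Incubation: static 4 h at 37 °C with compound, 1 h detection. Measured by: luminescent adenylate kinase detection reagent. Read-out: signal increase indicating cell lysis. Benchmarks: Clomiphene.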
# LGR2 antag = Drosophila LGR2 receptor signaling inhibition; HEK293 LGR2, CRE-luciferase, bursicon-stimulated, 4 h; inhibition, % at 9.99 µM; 380,000 compounds, 0.35% hits; AID 720647;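 active = drop in luminescence signal, shown as inhibition above about 50% in the replicate tests, limit read from the data, passing the limit was not always enough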;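 also: agonist challenge used bursicon conditioned medium at about half maximal strength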
# EWS-Fli inh = EWS/Fli transcriptional activity inhibition; AID 651661; 350,000 compounds, 0.67% hits; inhibition, % at 12.6 µM; A673 NR0B1-luciferase reporter, viability-normalised;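 active = mean inhibition of at least 50% after viability correction, with every replicate also passing that limit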;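 also: firefly luciferase signal divided by Alamar Blue viability fluorescence both relative to DMSO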
# Casp6 inh = caspase-6 (human) enzyme inhibition | inhibition, % at 12.5 µM | purified caspase-6, Z-VEID-R110 cleavage fluorescence | P55212 | 350,000 compounds, 0.53% hits;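 active = mean inhibition across replicates at least about 35%, with every replicate also reaching that limit, limit read from the data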;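 also: 0% = median of neutral control wells and 100% = no fluorescence left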
# Target sequence (P55212 24-179 limits assumed): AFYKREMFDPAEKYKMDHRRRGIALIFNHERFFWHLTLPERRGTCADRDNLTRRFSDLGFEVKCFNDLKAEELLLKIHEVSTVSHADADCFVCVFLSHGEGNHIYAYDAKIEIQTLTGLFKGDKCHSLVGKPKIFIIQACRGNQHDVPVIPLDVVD
# Target sequence (P55212 194-293 limits assumed): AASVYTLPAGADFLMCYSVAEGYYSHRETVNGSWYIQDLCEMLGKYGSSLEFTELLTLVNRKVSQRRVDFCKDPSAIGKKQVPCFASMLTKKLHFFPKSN
# The depositor's hits bear a star; . = not tested or not shown; & = joins results of further samples.
SMILES,Cneo AK release,LGR2 antag,EWS-Fli inh,Casp6 inh
CCOC(=O)N1CCN(C(=O)c2ccc3nc(SCc4ccc(F)cc4)n(C)c3c2)CC1,3.9,20.4,.,5.2
Nc1nc(SCC(=O)NCc2ccccc2)n[nH]1,0.4,-14.2,.,-2.1
Cc1cc(C)nc(NC(=O)C(C)C)n1,0.9,1.2,.,-1.5
CCOC(=O)N1CCN(C(=O)c2ccc3c(c2)sc2nc(-c4ccc(OC)cc4)cn23)CC1,0.4,35.4,.,1.0
Cc1ccc(NC(=O)CCN2C(=O)CSC2=O)cc1,3.4,0.4,.,-3.3
Cc1oc2c(CN3CCOCC3)c(O)ccc2c(=O)c1-c1ccc(Br)cc1,2.9,-11.7,.,-3.1
COC(=O)c1[nH]c2ccc(C)cc2c1NC(=O)CN1CCCC(C)(C)C1,5.1,15.9,.,2.9
Cc1cc(C)cc(N2CCCn3c2nc2c3c(=O)n(CCN3CCOCC3)c(=O)n2C)c1,-2.5,-1.0,.,2.7
COC(=O)CSc1nc(NC#N)nc(NC(C)C)n1,-1.1,-2.4,.,0.1
COc1ccc(NCc2nnc(SCC(=O)NCc3ccccc3)n2-c2ccccc2OC)cc1,0.9,-4.7,.,0.7
Cc1cc2c(c(=O)n1CCN(C)C)C(c1ccc(Br)cc1)C(C#N)=C(N)O2 (stereo not drawn),-1.1,-2.9,.,-9.7
NC(=O)COc1c(-c2ccc(Br)o2)oc2ccccc2c1=O,0.2,-0.2,.,2.7
CCCCCN(C(=O)CN(C)Cc1ccc(OC)cc1OC)c1c(N)n(CCCC)c(=O)[nH]c1=O,-2.3,-5.3,.,0.9
NC(=S)Nc1cccc2cccnc12,6.8,-2.4,.,0.7
C=COCCNC(=O)Nc1ccc(Cl)cc1Cl,-3.9,-26.4,.,-1.3
S=c1[nH]nc(C2COc3ccccc3O2)o1 (stereo not drawn),-2.6,3.6,.,0.5
COc1ccc(CCNC(=O)CCn2cccc2)cc1OC,2.3,-56.8,.,3.8
CCCS(=O)(=O)N1CCCC(C(=O)NCc2cccnc2)C1 (stereo not drawn),-0.4,2.4,.,-0.1
O=C(O)CSc1cnc2ccccc2n1,2.1,-8.8,.,2.4
CCOC(=O)/C(=C/c1c2ccccc2cc2ccccc12)NC(=O)c1ccccc1,6.1,2.7&-6.4,.,1.8
S=C(Nc1cccc2ccccc12)N1CCN(c2ncccn2)CC1,8.4,-72.0,.,-3.7
CC(O)CNc1nc2c(c(=O)n(C)c(=O)n2C)n1CCc1ccccc1 (stereo not drawn),4.5,-6.6,.,1.0
CNc1nnc(CSc2nc3ccccc3s2)s1,-1.8,-50.9,.,0.9
Nc1cc(C(=O)OCC(=O)NCc2ccco2)ccc1Cl,-0.4,1.8,.,4.4
CC(C)OCCCN1CN(S(=O)(=O)c2ccc(Cl)cc2)c2nc3ccccc3nc21,7.5,-18.6,.,1.1

# 4 structures out of the list, arranged by molecular weight, smallest number first:
SMILES,Cneo AK release,LGR2 antag,EWS-Fli inh,Casp6 inh
Cc1cc(C)nc(NC(=O)C(C)C)n1,0.9,1.2,.,-1.5
COc1ccc(CCNC(=O)CCn2cccc2)cc1OC,2.3,-56.8,.,3.8
Cc1oc2c(CN3CCOCC3)c(O)ccc2c(=O)c1-c1ccc(Br)cc1,2.9,-11.7,.,-3.1
CCCCCN(C(=O)CN(C)Cc1ccc(OC)cc1OC)c1c(N)n(CCCC)c(=O)[nH]c1=O,-2.3,-5.3,.,0.9

# The list continues.
SMILES,Cneo AK release,LGR2 antag,EWS-Fli inh,Casp6 inh
Cc1cc(C)c(S(=O)(=O)c2ccccc2)c(N(C)C)n1,2.4,-13.3,.,2.5
O=C(CCc1ccccc1)Nc1nc2n(n1)C(c1ccccc1)CC(=O)N2 (stereo not drawn),2.4,-3.6,.,0.6
CCN1C(=O)NC2C1N(S(C)(=O)=O)CCN2S(C)(=O)=O (stereo not drawn),0.1,-11.7,.,-1.3
CCN1CCN(C(c2ccc(OC)cc2)C(O)C(=O)c2c[nH]c3ccccc23)CC1 (stereo not drawn),1.0,-10.1,.,-3.9
CCc1nn(-c2cc(Oc3cccc4ccccc34)nc(-c3ccccc3)n2)c(N)c1C#N,-2.5,1.0,.,0.5
CN(C(=O)CN1CCN(c2ccc([N+](=O)[O-])cn2)CC1)c1ccccc1,-1.4,5.8,.,-8.0
CCOC(=O)C(NC(C)=O)C(=O)O (stereo not drawn),-2.7,4.8,.,-1.7
CC(=O)Nc1ccc(C(=O)Nc2ccc(S(=O)(=O)N3CCCC3)cc2)cc1,1.9,-4.8,.,1.0
CC(C)(C)C(=O)Nc1ccc(C(=O)NNC(=O)Cc2ccccc2)cc1,-3.9,-0.9,.,0.4
COc1ccc2c(c1)[nH]c1c(=O)n(CCCn3ccnc3)cnc12,-0.1,0.3,.,-2.4
O=C1c2oc3ccccc3c(=O)c2C(c2cccnc2)N1CCCN1CCOCC1 (stereo not drawn),3.7,5.0,.,-2.5
COc1cccc(NC(=O)c2cc(C(=O)Nc3cccc(OC)c3)n(C)n2)c1,0.5,31.4,.,1.2
COc1ccc2c3c(n(C)c2c1)[C@H](CO)N(C(=O)CN1CCOCC1)CC31CN(C(=O)Nc2cccc(F)c2)C1,.,-11.9,12.5,0.5
COc1ccc2c3c(n(C)c2c1)[C@@H](CO)N(C(=O)c1ccccc1)CC31CCN(C(C)=O)CC1,.,-9.3,3.0,1.8
CCS(=O)(=O)CCSc1nc2c(cc1C#N)CCCC2,.,-14.9,-17.4,-0.6
CCCNC(=O)N1CC2(CCN(C(=O)c3cccnc3)CC2)c2c([nH]c3cc(OC)ccc23)[C@@H]1CO,.,-9.3,-7.8,-1.7
CCC(C)N1C(=O)S/C(=C/c2ccc(Sc3nc4ccccc4[nH]3)o2)C1=O (stereo not drawn),.,-10.3,3.8,0.0
CCS(=O)(=O)N1CC2(CN(C(=O)CN3CCOCC3)[C@H](CO)c3c2c2ccc(OC)cc2n3C)C1,.,11.6,-7.1,-1.0
COc1ccc2c3c([nH]c2c1)[C@H](CO)N(C(=O)CN(C)C)CC31CCN(C(=O)c2cccnc2)CC1,.,-0.7,-4.4,4.2
O=C(CSc1nnnn1C1CCCC1)Nc1ccc2c(c1)OCCO2,.,12.8,-14.1,2.0
COc1ccc2c3c(n(C)c2c1)[C@@H](CO)N(C(=O)c1ccccn1)CC31CN(C(=O)c2ccccn2)C1,.,0.0,-14.2,3.1
COc1cc(OC)cc(C(=O)Nc2ccc(-n3cnnn3)c(C)c2)c1,.,-26.7,-95.3,-1.5
CCC(=O)N1CCC2(CC1)CN(C(C)=O)[C@@H](CO)c1[nH]c3cc(OC)ccc3c12,.,14.9,-31.3,3.8
COc1ccc2c3c(n(C)c2c1)[C@@H](CO)N(Cc1ccc2c(c1)OCO2)CC31CN(C(=O)c2ccc3c(c2)OCO3)C1,.,12.1,16.7,2.2
COc1ccc(CCNS(=O)(=O)c2ccc(S(=O)(=O)N3CCCC3)cc2)cc1OC,.,6.7,4.6,-1.4

# Complete entries from above. Screens in order: Cneo AK release	LGR2 antag	EWS-Fli inh	Casp6 inh
# COc1ccc2c3c(n(C)c2c1)[C@H](CO)N(C(=O)CN1CCOCC1)CC31CN(C(=O)Nc2cccc(F)c2)C1 reads .	-11.9	12.5	0.5
# COc1ccc2c3c([nH]c2c1)[C@H](CO)N(C(=O)CN(C)C)CC31CCN(C(=O)c2cccnc2)CC1 reads .	-0.7	-4.4	4.2
# CCC(=O)N1CCC2(CC1)CN(C(C)=O)[C@@H](CO)c1[nH]c3cc(OC)ccc3c12 reads .	14.9	-31.3	3.8
# COc1ccc2c3c(n(C)c2c1)[C@@H](CO)N(C(=O)c1ccccn1)CC31CN(C(=O)c2ccccn2)C1 reads .	0.0	-14.2	3.1
# Cc1cc(C)c(S(=O)(=O)c2ccccc2)c(N(C)C)n1 reads 2.4	-13.3	.	2.5

# Remaining list, next part
SMILES,Cneo AK release,LGR2 antag,EWS-Fli inh,Casp6 inh
O=C(COc1ccc(Cl)cc1Cl)NC(=S)N1CCCc2ccccc21,.,-24.1,-27.7,3.0
c1ccc(COCc2ccccc2)cc1,.,10.1,-5.5,1.9
COc1ccc2c3c([nH]c2c1)[C@@H](CO)N(C(=O)C1CC1)CC31CCN(C)CC1,.,-11.0,-9.7,0.7
COc1ccc(CN2CC3(CN(C(=O)Nc4cccc(F)c4)C3)c3c([nH]c4cc(OC)ccc34)[C@H]2CO)cc1,.,10.7,-11.1,0.1
O=[N+]([O-])c1ccccc1OCCCN1CCOCC1,.,9.4,-6.2,-1.3
COc1ccc2c3c([nH]c2c1)[C@@H](CO)N(C(=O)CN(C)C)CC31CCN(C(=O)c2cccnc2)CC1,.,-7.3,-5.8,-4.4
CN(C)C(=O)[C@H]1[C@H](CO)[C@H]2Cn3c(ccc(C4=CCCC4)c3=O)[C@@H]1N2CC1CCCC1,.,-5.2,9.3,1.1
CN(Cc1ccccc1)C(=O)c1cc2ccccc2o1,.,-21.2,9.4,2.8
CCn1c(SC)nc2c(c1=O)SC(C)C2 (stereo not drawn),.,-5.9,5.4,0.7
Cc1ccc(S(=O)(=O)NC(=O)NCc2ccccn2)cc1,.,0.7,7.3,-1.3
COc1ccc(OCc2nnc(SC3CCOC3=O)n2-c2ccccc2)cc1 (stereo not drawn),.,2.0,6.7,0.9
O=C1CSC(=O)N1CC(O)COc1ccc(Cl)cc1 (stereo not drawn),.,-26.5,-14.0,0.4
CCN1[C@H](C(=O)NCCCN(C)C)[C@@H](CO)[C@@H]2Cn3c(ccc(C4=CCCC4)c3=O)[C@@H]21,.,0.3,4.3,1.1
COc1ccc(C(=O)C(CO)Oc2ccccc2OC)cc1OC (stereo not drawn),.,-2.9,2.2,0.3
Cc1cccc(NC(=O)CC2Nc3cccc4cccc(c34)NC2=O)c1 (stereo not drawn),.,-0.6,3.5,3.5
COc1ccc2c3c(n(C)c2c1)[C@@H](CO)N(C(=O)Nc1ccc(F)cc1)CC31CN(C(=O)c2ccc3c(c2)OCO3)C1,.,-6.0,30.6,-0.8
CCCC(=O)N1CCC2(CC1)CN(C(=O)COC)[C@H](CO)c1c2c2ccc(OC)cc2n1C,.,0.9,-2.4,0.3
CCNC(=O)[C@H]1[C@H](CO)[C@H]2Cn3c(ccc(C4=CCCCC4)c3=O)[C@@H]1N2CCC(F)(F)F,.,14.2,-0.7,3.9
N[C@@H]1CC[C@H](CCn2cc(C3CC3)nn2)O[C@@H]1CO,.,15.7,27.7,0.7
CC(=O)N(c1ccccc1)C1SC(=O)N(c2ccccc2)C1=O (stereo not drawn),.,-2.9,4.5,3.3
COc1ccc2c3c([nH]c2c1)[C@@H](CO)N(C(=O)c1cccnc1)CC31CCN(C(=O)Nc2cccc(F)c2)CC1,.,2.5,-4.8,3.8
CCOC(=O)COc1ccccc1C1Nc2ccccc2C(=O)N1c1cccc(Cl)c1 (stereo not drawn),.,-52.3,-78.5,-1.0
CCCNC(=O)N1CC2(CCN(C(=O)CC)CC2)c2c(n(C)c3cc(OC)ccc23)[C@@H]1CO,.,-17.8,-7.2,1.6
COc1ccc(/C=C2\CCCC3C2=NN(C(=O)c2scnc2C)C3c2ccc(OC)cc2)cc1 (stereo not drawn),.,18.4,23.0,-1.0
COc1ccc2c3c([nH]c2c1)[C@H](CO)NCC31CCN(S(=O)(=O)c2ccccc2)CC1,.,6.6,-1.7,-0.3
# Next section
SMILES,Cneo AK release,LGR2 antag,EWS-Fli inh,Casp6 inh
O=C(NCCc1ccccc1)C1CC(=O)N(C2CCCCCC2)C1 (stereo not drawn),.,6.6,3.8,-3.7
CC(O)CNc1nc2c(c(=O)n(C)c(=O)n2C)n1Cc1cccc(Br)c1 (stereo not drawn),.,-3.0,13.5,0.3
CCC(=O)N1CCC2(CC1)CN(C(=O)CN1CCOCC1)[C@@H](CO)c1c2c2ccc(OC)cc2n1C,.,-17.5,-5.9,-4.4
COc1cccc(S(=O)(=O)N2CC3(CN[C@@H](CO)c4c3c3ccc(OC)cc3n4C)C2)c1,.,-6.7,3.5,0.9
CCN1[C@@H]2c3ccc(C4=CCCC4)c(=O)n3C[C@@H]2[C@@H](CO)[C@@H]1C(=O)NCCCN(C)C,.,17.4,2.5,2.3
Cc1nc2c(C(=O)N3CCOCC3)cnn2c(C)c1Cc1cccc(Cl)c1,.,-3.2,-18.7,1.4
CCCNC(=O)N1CC2(CCN(C(=O)CC)CC2)c2c(n(C)c3cc(OC)ccc23)[C@H]1CO,.,-8.5,-1.0,-0.2
O=C(NCc1ccc2c(c1)OCO2)c1cccc(S(=O)(=O)N2CCCCC2)c1,.,2.2,6.3,2.8
O=C(C1CCCO1)N1CCN(S(=O)(=O)c2ccccc2)CC1 (stereo not drawn),.,3.8,-7.8,1.7

# Only part of the results is shown, so the mix of outcomes need not match the whole.
